Assay outcomes (PubChem BioAssay)
Pf Dd2 inh – inhibitors of Plasmodium falciparum Dd2 growth. Potency, µM (highest dose often 28.9 µM), for inactives: at the top dose activity, negative = inhibition, most hits filed as inhibitors. 120,000 tested, 4.3% active. P. falciparum Dd2 growth, SYBR Green, 72 h; active means well fitted inhibition curve with a large enough effect; inconclusive means small, poorly fitted or top-dose-only effect; inactive means no such curve, though single readings can be large or run the other way;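 further: plate controls were DMSO vehicle for no effect and reference drug for full effect; nearly all actives have a fitted effect of over 65% in size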
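Readout: SYBR Green fluorescence, 485 nm excitation, 535 nm emission, after ~16 h lysis at 37C. Before that, Dd2-infected red cells (2.5% hematocrit) grew 72 h with compound, 29 uM top final concentration.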
* = called active by the depositor; i = inactive; ? = inconclusive; [ ] = remark or other dose. Potency means the concentration at half of the fitted maximal effect. Some of the compounds tested (hit frequency here may not be typical).

SMILES	Pf Dd2 inh
O=S(=O)(Nc1nc2ccccc2nc1Nc1ccccc1Br)c1ccccc1	56.3%[activator]
CC1=C[C@@H](CO)[C@H](C(C)C)C[C@H]1CC(=O)NCc1ccc(C(F)(F)F)cc1	-13.8%[44.1 µM]
Cc1cc(C)cc(NC(=O)Cc2csc(COc3cccc(C)c3)n2)c1	?
COc1ccc(C)c2sc(NC(=O)c3ccc(S(=O)(=O)N4CCOCC4)cc3)nc12	11.1%
Cc1ccc(-n2nc(C(=O)N(C)c3ccccc3Cl)c3c4ccccc4n(C)c3c2=O)cc1	-1.9%
COc1ccccc1C(=O)Nc1ccccc1OCc1cc(=O)n2ccccc2n1	?
O=C(c1ccc(Cl)cc1)N1CC(CO)C2(CCNCC2)C1 (configuration not stated)	-5.1%
O=C1COc2cc(S(=O)(=O)CCC(=O)N3CCN(c4cccc(Cl)c4)CC3)c(Cl)cc2N1	-9.7%
COCC(=O)Nc1ccc(-c2noc([C@@H]3CCCN3Cc3cccc(C#N)c3)n2)cn1	-17.0%[44.1 µM]
COc1cc(C(=O)NCCn2cccc2-c2nc(-c3ccccc3)no2)cc(OC)c1OC	-8.4%
COc1ccc(C[C@H](NC(=O)C2=C[C@@H](NC(=O)c3ccc(C)cc3)[C@@H](O)[C@H](O)C2)C(N)=O)cc1	6.8%
CCO[C@H]1CN(C(=O)COc2ccc(-n3cnnn3)cc2)C[C@@H]1O	4.8%
Cc1ccccc1OCCCCn1nnc2sc3c(c2c1=O)CCC(C)C3 (configuration not stated)	44.6%[activator]
O=C1NCCOCCCN(C(=O)c2ccco2)[C@H]2CCCC[C@@H]12	44.9%[activator]
CC(=O)c1c(C)nc2nc(-c3ccccc3)nn2c1C	25.5%

SMILES	Pf Dd2 inh
CC(C)CC(=O)N1[C@@H]2CC[C@H]1CC(NC(=O)c1ccncc1)C2 (some centres not stated)	0.1%
COc1cccc(CC(=O)N2CCCN(c3cc(-c4ccccc4)[nH]n3)CC2)c1	i
O=C(c1cccc(OC2CN(Cc3nccs3)C2)c1)N1CCOCC1	2.51µM*
CCN1C(=O)C2CC3(CCN(C(=O)COCCOC)CC3)CN2C1=O (configuration not stated)	-6.6%
COc1cccc([C@@H]2CCN(Cc3ccc(NC(C)=O)cc3)C[C@H]2O)c1	-7.4%
Cc1ccc(NC(=O)CCCN2C(=O)COc3ccc(C)cc32)c(C)c1	-18.4%
Cc1ccc(N2CC(c3noc(-c4cccc(Cl)c4)n3)CC2=O)cc1 (configuration not stated)	74.4%[activator]
Cc1cc2n(n1)CCC(=O)N2Cc1ccc(C(=O)Nc2ccc(F)cc2F)cc1	i
Cc1ccc(OCc2nc(C3CN(C(=O)c4ccc(C)nc4)C3)no2)cc1	-22.1%
Cn1cc(CN2CCN(C(=O)c3ccoc3)CC2)ccc1=O	-0.1%
O=C(OCc1ccccc1)N1CCn2cc(C(=O)N3CCOCC3)nc2C1	8.3%
COc1ccc2cc3c(N)nn(C(=O)c4ccc(F)cc4Cl)c3nc2c1	?
CC(NC(=O)c1cccc(C#N)c1)C(=O)N1CCN(c2ccccn2)CC1 (configuration not stated)	i
COc1ccc2c(c1)C=C(CN1CCC(CO)(Cc3ccccc3Cl)CC1)CO2	8.91µM*
Cc1ccc(-n2c(=O)c3c(cnn3C)n(CC(=O)Nc3c(C)cccc3C)c2=O)cc1	i

The closing 2 entries of the part above lead into the next.
SMILES	Pf Dd2 inh
COc1ccc2c(c1)C=C(CN1CCC(CO)(Cc3ccccc3Cl)CC1)CO2	8.91µM*
Cc1ccc(-n2c(=O)c3c(cnn3C)n(CC(=O)Nc3c(C)cccc3C)c2=O)cc1	i
COCC[C@]1(O)CCN(C(=O)COc2ccc3c(c2)OCO3)C[C@H]1C	-8.1%
Cn1nc(-c2cccs2)cc1[C@H]1CN2CC[C@H]1C[C@@H]2CNCc1ccccn1	?
Cc1ccc(CNC(=O)c2cc3cn(C(C)C)cc3s2)cc1	-10.6%
Cc1nc2cc(-c3cccc(F)c3)nn2c(C)c1CCC(=O)Nc1ccccc1C(N)=O	-7.9%
COCCN(Cc1cc(=O)c2cc(F)ccc2[nH]1)CC1CC1	-20.9%
CCOc1ccc(CCNc2nc3ccccc3n3c(C)nnc23)cc1OCC	?
CCCCc1ccc(-n2nc3cc(C)c(NC(=O)Cc4ccccc4)cc3n2)cc1	?
Cc1ccc(C(=O)N2CC(c3nnc(-c4ccncc4)o3)C3(CCOCC3)C2)c(C)c1 (configuration not stated)	-10.8%
CCCCc1nn(CC(=O)N2CCC(n3nc(C)cc3C)C2)c(=O)n1CC (configuration not stated)	0.1%
O=C(NCCc1ccccn1)c1cn2ccnc(-c3ccccc3)c2n1	i
CCCc1nc(C)cc(N2CCC3(CC2)C(C(=O)O)CC(=O)N3C)n1 (configuration not stated)	-6.5%
COc1ccc(-c2[nH]ncc2C(=O)NCc2ccccc2C)cc1	17.9%
Cc1noc(C)c1C(=O)N1CCC2(CC1)CC(c1ccccc1)C(=O)N2C (configuration not stated)	-6.1%
CC(=O)N1CC2(CCCCN2C(=O)CCC(=O)O)Cc2ccccc21 (configuration not stated)	?
COc1cccc(CCC(=O)N2CCC(C3CCN(S(C)(=O)=O)CC3)C2)c1 (configuration not stated)	-4.5%

SMILES	Pf Dd2 inh
Cc1ccc(C(=O)N2CCC(CCC(=O)N(C)CCc3c(C)nn(C)c3C)CC2)cc1	-25.5%
COc1ccccc1NC(=O)N1C[C@@H]2C[C@H](C1)c1c(/C=C/c3ccc(Cl)cc3)ccc(=O)n1C2	-22.0%
Cc1oc(-c2cccc(F)c2F)nc1CN(C)Cc1ccc(C(F)(F)F)cc1	-4.0%
CCn1cc(C(=O)N2CCn3nc(C(=O)Nc4ccccc4)cc3C2)c(C)n1	-20.5%
O=C(NCc1ccccc1)C1CCC(=O)N1C1CCN(C(=O)c2cc(F)cc(F)c2)CC1 (configuration not stated)	?
O=C(CSc1ccccn1)N[C@@H]1COCC[C@@H]1Oc1cccc(F)c1	-12.8%
Cc1nn(-c2ccccc2)c(OC(=O)c2ccc(Cl)cc2)c1S(=O)(=O)c1ccccc1	-10.7%
O[C@H]1[C@H](NCc2ccc(-c3ccccc3)cc2)[C@H]2CO[C@H](O2)[C@@H]1Sc1ccccc1	-28.9%[44.1 µM]
Cc1ccc(NC(=O)CSCc2cnn(-c3ccccc3)c2-n2cccc2)c(C)c1	14.3%
O=C1c2cnc(-c3ccsc3)nc2OCCN1c1ccccc1	?
O=C(C[C@@H]1C[C@H]2O[C@H](CNCc3cnccc3Cl)[C@@H](O)[C@H]2O1)N1CCOCC1	12.9%[44.1 µM]
Cn1nccc1C(=O)N1CC(c2nc(CCOCC3CCCC3)no2)C1	-16.6%
Cc1c2cnn(-c3ccccc3)c(=O)c2c(C)n1CC(=O)Nc1ccccc1Br	33.6%[activator]
COc1cc(OC)c(NC(=O)COCc2cc(-c3cccs3)on2)cc1Cl	?
CCn1ncc(C(=O)N2C[C@@H](CO)[C@H](c3ccccn3)C2)c1C	-26.0%

SMILES	Pf Dd2 inh
CCC1CCCCN1C(=O)Cn1c(=O)n(-c2ccc(Cl)c(Cl)c2)c(=O)c2c(C)c(C(=O)N(C)C)sc21 (configuration not stated)	-12.1%
CN(C)c1nc(-c2ccncc2)nc2c1CCN(C(=O)c1ccc(=O)[nH]c1)C2	-15.8%
Cn1c(CCNC(=O)C2(Cc3ccccc3)CCCCC(=O)N2)nc2ccccc21 (configuration not stated)	-29.4%
CN1C(=O)c2cccn2CC1CNC(=O)CCCc1ccccc1 (configuration not stated)	1.3%
O=C(NC1CCCCC1)C1CN(C(=O)c2ccncc2)CC12CCOCC2 (configuration not stated)	18.0%
CC(C)(C)C(=O)Nc1ccc(-c2nc3ccccc3s2)cc1	?
O=C(Cc1ccccn1)N1CCCC(c2nn(-c3ccc(F)cc3)c(=O)[nH]2)C1 (configuration not stated)	-2.9%
CN1CC(=O)N(c2cccnc2)Cc2c1ncnc2N1CCC(O)CC1	?
CCOc1ccc(NC(=O)c2c(NCc3cccs3)sc3c2CCC(C)C3)cc1 (configuration not stated)	?
O=C(O)[C@]12CCCN[C@@H]1CCN(Cc1ccsc1)C2	5.4%
O=C(Nc1ccc(-c2nnc3n2CCCC3)cc1)c1ccco1	?
O=C(NCCc1ccc(Cl)cc1)C1CCc2nnc(-c3ccc(Cl)nc3)n21 (configuration not stated)	3.98µM*
COCCNC(=O)[C@H]1C[C@H](Oc2cccnc2)CN1C(=O)c1cccc(C)c1	-12.1%
COc1ccc(C(=O)N2CCC(n3cc(-c4nc(-c5ccccc5)no4)nn3)C2)cc1OC (configuration not stated)	140.3%[activator]
CCCN(CC1CCOC1)C(=O)Nc1ccccc1OC (configuration not stated)	46.8%[activator][5.79 µM]

SMILES	Pf Dd2 inh
O=C(CN1CCN(Cc2ccc(Cl)cc2)C1=O)NCc1ccc(F)cc1	20.3%
CC(C)c1ccc(NC(=O)c2cccn2-c2nnc(N3CCCCC3)s2)cc1	-21.6%
COc1ccc(OC)c(Nc2c3c(nc4ccccc24)CCC3)c1	?
CN(C)c1ccc(C(CNS(=O)(=O)c2ccc(Br)cc2)N2CCCC2)cc1 (configuration not stated)	?
O=C(NC1CC1)C1COC2(CCN(C(=O)Cc3cccs3)CC2)N1C(=O)c1ccc(F)cc1 (configuration not stated)	-29.9%
COc1ccc(NC(=O)NCCc2noc(C3CC3)n2)cc1OC	37.3%
COc1ccc(-n2nc(C3CCN(Cc4cccc(OC)c4)CC3)[nH]c2=O)cc1	i
COCCn1c(C)cnc1CC1CCN(C(=O)CCC2CCCC2)CC1	i
CN1C(=O)Cc2cc(S(=O)(=O)NCc3ccccc3Cl)ccc21	?
COc1cccc(C(C)N(C)C(=O)c2cc(Cn3ccnc3C(C)C)[nH]n2)c1 (configuration not stated)	?
CCOC(=O)c1c(S(=O)(=O)N2CCC(C(=O)Nc3ccc(OCC)cc3)CC2)c(C)n(C)c1C	?
CC1=C[C@@H](CNS(C)(=O)=O)[C@H](C(C)C)C[C@H]1CC(=O)NC1CCCC1	i
COc1ccc(Cl)cc1NC(=O)C1CCN(c2ncnc3c2nc2n3CCCCC2)CC1	?
CN(C)c1ccc(-c2ccnc(N[C@H]3CO[C@H]4[C@@H]3OC[C@H]4OC(=O)Nc3ccc(Oc4ccccc4)cc3)n2)cc1	-18.5%
CC(C)(C)CC(=O)Nc1nc2c(s1)C[C@@H]1[C@](C)(CO)[C@H](O)CC[C@@]1(C)[C@@H]2CC(=O)Nc1cccc(O)c1	?

No new results follow: two of the compounds above.
SMILES	Pf Dd2 inh
CN(C)c1ccc(-c2ccnc(N[C@H]3CO[C@H]4[C@@H]3OC[C@H]4OC(=O)Nc3ccc(Oc4ccccc4)cc3)n2)cc1	-18.5%
CC(C)(C)CC(=O)Nc1nc2c(s1)C[C@@H]1[C@](C)(CO)[C@H](O)CC[C@@]1(C)[C@@H]2CC(=O)Nc1cccc(O)c1	?

Other results follow.
SMILES	Pf Dd2 inh
COc1cc(NC(=O)C2CCN(c3nc4ccccc4nc3C(F)(F)F)CC2)cc(OC)c1	6.9%
COc1cccc(-c2cc(-c3c(C)noc3C)cc3c2C(=O)N(C)C3)c1OC	?
Cc1cc(C(=O)N2CCC(Oc3ccccc3-c3nc(C4CC4)no3)C2)n[nH]1 (configuration not stated)	-11.3%
CN(CCC1CCOCC1)C(=O)c1cn(Cc2ccccc2F)nn1	-6.2%
COc1ccc(CC(=O)NC2CCN(c3cc(-c4ccc(Cl)cc4)[nH]n3)CC2)cc1OC	i
Cc1ccc(NC(=O)COc2ccc(-c3nn(C)c(=O)c4ccccc34)cc2)c(C)c1	-22.1%
O=C(C1CCCCC1)N1CCC(N2CCCC(C(=O)N3CCCC3)C2)CC1 (configuration not stated)	21.1%
Cn1c(CN2CC[C@H](c3nc4ccccc4[nH]3)C2)nc2ccccc21	?
Cc1ccccc1Cn1cc(CCC(=O)NC(C)c2ccccc2)c2ccccc21 (configuration not stated)	?
O=C1c2c(nc(COc3cccnc3)n2Cc2ccccc2)NCCN1CCOc1ccccc1	-13.3%
OC[C@@H]1O[C@H](CNCc2cccc(Cl)c2)[C@H](N2CCCC2)[C@@H]1O	i
CCOc1ccccc1-c1nc(Cn2c(=O)cc(C)c3c(C)nn(-c4ccccc4)c32)c(C)o1	i
Cc1cc(C)c2c(n1)SCC(=O)N2CC(=O)Nc1cccc(C)c1C	-11.4%
COc1ccc(C(=O)NCc2cccnc2N(C)C2CCCCC2)o1	i
Cc1cc(C)c2c(NC(=O)c3ccccc3Cl)c(C(=O)NCc3ccc(Cl)cc3)sc2n1	?

SMILES	Pf Dd2 inh
O=C(Nc1ccccc1F)N1CCC2(CCCN(C3CCCCC3)C2=O)C1 (configuration not stated)	-11.9%
O=C1NC2(Cc3ccccc31)CN(Cc1cccnc1)C2	9.1%[44.1 µM]
O=C(Nc1ccc(-c2nnc3n2CCCC3)cc1)C1CC1	13.1%
Cc1cccc(C(=O)N2C[C@@H]3CCCN4CCC[C@@H]([C@H]34)[C@H]2CCCC(=O)N2CCOCC2)c1	-9.0%
COc1ccc(N2CC(C(=O)NCC(F)(F)F)NC2=O)cc1 (configuration not stated)	i
CC(C)[S+](=O)([O-])N1CCN(c2cc(Cl)ncn2)C(=O)C1	10.7%
CCOC(=O)c1c(C)oc2nc(C)nc(Nc3ccc(C)c(Cl)c3)c12	?
N#Cc1ccc(C(=O)NCc2nnc3ccc(-c4ccccc4)nn23)cc1	i
COc1ccc(CCNC(=O)c2cc(=O)c3c(C)cc(C)cc3o2)cc1OC	i
Cc1noc(-c2cn(C3CCCN(C(=O)c4cccc(C(F)(F)F)c4)C3)nn2)n1 (configuration not stated)	-18.3%
